High-throughput results from PubChem.
ELG1 genotoxic = genotoxicity induction in ELG1-luciferase HEK293T cells; HEK293T ELG1-luciferase reporter, luminescence, 16 h; Potency, µM (highest dose often 46 µM), without a hit: at the highest dose activity change, positive = activation, actives largely listed as activators; 330,000 tested, 1.3% active; further: potency means the concentration at half of the fitted maximal effect; % of control where 0% means no effect; nearly all actives have a fitted effect of over 60% in size
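HEK293T cells expressing luciferase-tagged ELG1 were treated with compound or DMSO for 16 hr at 37°C. Luciferase activity was then read after 30 min with ONE-Glo at room temperature; rising signal flags genetic stress.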
Tb PFK inh = inhibitors of T. brucei phosphofructokinase | O15648 | T. brucei PFK, ADP-Glo luminescence | Potency, µM (highest dose often 57.5 µM), for the others: at the highest dose activity, negative = inhibition, actives largely listed as inhibitors | 330,000 tested, 0.17% active | AID 485367;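 further: potency means the concentration at half of the fitted maximal effect; 0% = uninhibited 1x PFK enzyme wells and -100% = no-enzyme wells; nearly all actives have a fitted effect of over 60% in size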
Target sequence (O15648 whole entry, looked up): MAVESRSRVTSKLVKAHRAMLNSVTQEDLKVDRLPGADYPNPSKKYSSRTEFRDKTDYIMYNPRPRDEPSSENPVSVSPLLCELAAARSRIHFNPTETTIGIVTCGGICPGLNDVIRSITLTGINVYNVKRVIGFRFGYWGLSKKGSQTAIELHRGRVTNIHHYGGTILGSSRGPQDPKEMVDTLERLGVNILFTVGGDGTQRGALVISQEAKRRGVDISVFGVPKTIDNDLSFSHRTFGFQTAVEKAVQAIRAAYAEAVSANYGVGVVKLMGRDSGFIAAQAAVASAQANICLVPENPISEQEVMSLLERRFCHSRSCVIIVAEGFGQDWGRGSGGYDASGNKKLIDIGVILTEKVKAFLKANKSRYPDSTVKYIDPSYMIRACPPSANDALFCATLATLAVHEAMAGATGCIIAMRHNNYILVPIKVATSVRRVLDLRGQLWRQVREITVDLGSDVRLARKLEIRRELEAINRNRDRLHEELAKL
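In TEA buffer at pH 8.0 with 5 mM MgCl2, enzyme (1.25 nM) converted F6P (0.5 mM) and ATP (0.1 mM) for 45 min at room temperature. ADP product was read by luciferase luminescence.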
Gal4-VP16 FLuc = counter-screen for ROR gamma inhibitors: Gal4-VP16 reporter. Potency, µM (doses to about 53.6 µM), for inactives: top-dose activity, negative = inhibition, usual class: inhibitors. 310,000 tested, 3.5% active. Drosophila S2 Gal4-VP16 UAS-luciferase, luminescence, 20 h;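 further: Gal4-VP16 expression switched on by copper sulfate through the metallothionein promoter; potency means the concentration at half of the fitted maximal effect; on the % scale 0 is the no-effect control and ±100 the full control effect; nearly all actives have a fitted effect of over 50% in size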
KCNH2 3.1 inh = inhibitors of human KCNH2 3.1 potassium channel isoform; U2OS KCNH2 3.1, thallium flux FluxOr; stronger effect = lower value; activity change, % (tested at about 1.8 µM); 340,000 tested, 0.95% active; AID 720553;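 active means maximum activity change below -70%; inconclusive means maximum activity change from -70% to -50%; inactive means maximum activity change above -50%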;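 further: thallium influx rate constant from kinetic fluorescence after stimulation buffer; on the % scale 0 is the no-effect control and ±100 the full control effect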
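Kinetic fluorescence (2 min after stimulation buffer) measures Tl+ influx through KCNH2 3.1 expressed by viral transduction in U2OS cells; the rate constant is normalized against DMSO controls serving as positive and negative references.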
uPA generation = inhibitors of cell surface uPA generation. cell surface uPA generation assay, qHTS. Potency, µM (top dose mostly 38.3 µM), without a hit: top-dose activity change, negative = inhibition, actives largely listed as inhibitors. 330,000 tested, 0.31% active. AID 540303; active means well fitted inhibition curve with a large enough effect; inconclusive means small, poorly fitted or top-dose-only effect; inactive means no such curve, though single readings can be large or run the other way; tested in mouse RAW 264.7 cells; further: potency means the concentration at half of the fitted maximal effect; on the % scale 0 is the no-effect control and ±100 the full control effect; nearly all actives have a fitted effect of over 55% in size
Rab9 prom act = activates the Rab9 promoter; Huh7 Rab9 promoter-luciferase reporter, luminescence, 24 h; Potency, µM (top dose mostly 9.22 µM), for the others: at the highest dose activation, negative = inhibition, most hits filed as activators; 320,000 tested, 2.8% active; AID 485297; further: potency means the concentration at half of the fitted maximal effect; % of control where 0% means no effect; nearly all actives have a fitted effect of over 60% in size
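Quantitative HTS format; Huh7 Rab9-luciferase reporter cells (1500/well) receive compound 2 h post-plating, incubate 24 h at 37 °C, then get luciferase reagent for 10 min before luminescence reading.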
RORg inh = blocks mouse ROR gamma transcriptional activity | Potency, µM (highest dose often 53.6 µM), for inactives: top-dose activity change, negative = inhibition, usual class: inhibitors | 310,000 tested, 5.4% active | P51450 | Drosophila S2 Gal4-RORgamma UAS-luciferase reporter, 20 h; further: potency means the concentration at half of the fitted maximal effect; on the % scale 0 is the no-effect control and ±100 the full control effect; nearly all actives have a fitted effect of over 60% in size
Target sequence (P51450 whole entry, looked up, the tested form may be a part): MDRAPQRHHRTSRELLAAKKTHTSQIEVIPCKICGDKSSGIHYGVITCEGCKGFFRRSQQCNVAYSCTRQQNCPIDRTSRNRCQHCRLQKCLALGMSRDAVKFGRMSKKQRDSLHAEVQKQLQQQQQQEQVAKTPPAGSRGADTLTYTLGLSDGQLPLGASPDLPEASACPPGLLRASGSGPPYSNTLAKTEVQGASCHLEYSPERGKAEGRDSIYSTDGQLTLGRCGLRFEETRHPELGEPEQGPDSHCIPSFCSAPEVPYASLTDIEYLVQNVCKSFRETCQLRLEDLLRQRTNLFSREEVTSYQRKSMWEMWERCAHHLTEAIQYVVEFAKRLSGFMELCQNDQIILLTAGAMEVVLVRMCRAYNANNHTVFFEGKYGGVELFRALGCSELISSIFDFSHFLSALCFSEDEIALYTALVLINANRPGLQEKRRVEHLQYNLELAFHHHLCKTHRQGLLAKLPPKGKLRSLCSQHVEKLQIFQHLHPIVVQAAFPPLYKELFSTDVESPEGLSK
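Using a luciferase readout, inhibitors were identified by reduced reporter activity in Drosophila cells coexpressing a copper-inducible Gal4–ROR gamma fusion and UAS-driven Photinus luciferase, incubated 20 hr after 700 uM copper sulfate.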
FLuc counter = firefly luciferase modulation, counter-screen for miR-21 project; P08659; purified FLuc, Km substrates, luminescence inhibition; Potency, µM (highest dose often 57.5 µM), without a hit: at the highest dose activity change, negative = inhibition, most hits filed as inhibitors; 360,000 tested, 6.9% active; AID 588342;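 further: potency means the concentration at half of the fitted maximal effect; plate controls were vehicle for no effect and reference inhibitor for full effect; nearly all actives have a fitted effect of over 55% in size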
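Biochemical qHTS of compounds, final roughly 60 µM downward over six points, against 10 nM purified firefly luciferase using Km concentrations of substrates (10 uM D-luciferin, 10 uM ATP) in Tris acetate pH 7.5 buffer; luminescence output.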
Giardia kill = kills Giardia lamblia; Giardia lamblia trophozoite viability; activity change, % at 7.66 µM, hits read low; 340,000 tested, 0.15% active; AID 540267; in the data active means activity change below about -80%; inconclusive means between about -30% and that limit;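 further: parasites exposed to compound for two days anaerobically before the ATP read; on the % scale 0 is the no-effect control and ±100 the full control effect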
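Luminescent ATP signal served as the viability read-out, measured 15-30 min after adding ATP detection reagent to trophozoites that had been incubated with compounds for 48 hrs at 37 deg C anaerobically at 100 cells/well.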
NPC1 prom act = activates the NPC1 promoter | Huh7 NPC1 promoter luciferase reporter, 24 h | Potency, µM (top dose mostly 9.22 µM), for inactives: at the top dose activation, usual class: activators | 320,000 tested, 2.4% active | AID 485313;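 further: potency means the concentration at half of the fitted maximal effect; % of control where 0% means no effect; nearly all actives have a fitted effect of over 60% in size; reporter is driven by a mutant NPC1 promoter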
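NPC1 promoter–luciferase Huh7 cells; 24 h compound; luminescence.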
FBPA coupling cs = coupling enzyme interference in Giardia aldolase counter-screen. activity change, negative = inhibition, % at 58.2 µM, hits read low. coupling enzyme system counterscreen, AmpLite Red fluorescence. 290,000 tested, 0.67% active; in the data active means activity change below about -30%; further: on the % scale 0 is the no-effect control and ±100 the full control effect
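Compounds tested against the coupling enzymes alone at 57.5 uM final; readout was AmpLite Red fluorescence (525/598 nm) after 20 min at RT.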
Numbers without * were called inactive; ? = inconclusive; nt = not tested or not shown; [ ] = remark or other dose. Unless noted, the call rests on the fitted dose curve; in most records, active means well fitted curve in the direction sought with a large enough effect; inconclusive means small, poorly fitted or top-dose-only effect, or another doubt; inactive means no such curve, though single readings can be large; an effect the other way counts as inactive or inconclusive.

cpd	molecule	ELG1 genotoxic	Tb PFK inh	Gal4-VP16 FLuc	KCNH2 3.1 inh	uPA generation	Rab9 prom act
1	O=C(Nc1c(F)cc(F)cc1Br)c1cccnc1	-1%	0%	3%	9	nt	1%
2	Cc1ccc(C(=O)CN(C(=O)c2ccc(Cl)cc2)N2C(=O)CCC2=O)cc1	-3%	2%	18%	8	-5%	-4%
3	C/C(=N\NC(=O)c1ccc(Cn2cc(Br)cn2)o1)c1cccc(NC(=O)C(C)(C)C)c1	-8%	-7%	4%	0	3%	-1%
4	CC(C)CN(C(=O)COC(=O)CCCc1c[nH]c2ccccc12)c1c(N)n(Cc2ccccc2)c(=O)[nH]c1=O	-4%	-9%	1%	24	12%	0%
5	Cn1cccc1CC(=O)NNC(=S)NC(=O)c1ccccc1Br	-4%	0%	?	?	0%	-2%
6	Cc1ccc(Oc2ccc(OCC(=O)NC(C)C(=O)O)cc2)cc1 (stereo unspecified)	-4%	1%	2%	-3	8%	-1%
7	Cc1ccnc(NC(=O)c2cccc(NC(=O)Cc3ccccc3)c2)c1	8%	0%	-4%	4	3%	-2%
8	Cn1c(Cn2c(=O)sc3ccccc32)nnc1SCc1ccc(F)cc1	-2%	0%	0%	-17	8%	2%
9	COc1ccc(Cl)cc1S(=O)(=O)N1CCN(CC(=O)C(C)(C)C)CC1	-1%	-9%	3%	-5	0%	-2%
10	COc1cc(C(=O)Nc2ccc(-c3nc4cc(C)ccc4o3)c(O)c2)cc(OC)c1OC	-9%	5%	-22%	?	3%	-4%
11	C=CCn1c(SCC(=O)c2cccs2)nc2sc(C)c(C)c2c1=O	-5%	0%	-6%	-7	-11%	-5%
12	CCC1Oc2ccccc2N(CC(=O)NCCN2C(C)CCCC2C)C1=O (stereo unspecified)	-1%	2%	16%	2	6%	-1%

cpd	RORg inh	FLuc counter	Giardia kill	NPC1 prom act	FBPA coupling cs
1	?	2%[2.3 µM]	20	2%	2
2	-1%	-1%	-1	-4%	0
3	38%	4%	-13	0%	2
4	15%	5%	9	-5%	nt
5	?	-7%	-7	-4%	0
6	-9%	?	-9	2%	9
7	25%	?	?	-1%	1
8	13%	5%	11	-3%	0
9	0%	1%	6	1%	0
10	3.5µM*	1%	-9	-4%	-5
11	?	-1%	9	-1%	5
12	-13%	0%	-14	-1%	-2

Remaining list, next part.
cpd	molecule	ELG1 genotoxic	Tb PFK inh	Gal4-VP16 FLuc	KCNH2 3.1 inh	uPA generation	Rab9 prom act
13	COc1ccc(-c2nn(-c3ccccc3)cc2C(=O)N2CCOCC2)cc1	-5%	-1%	-9%	-2	-4%	8%
14	Cc1ccc(CNS(=O)(=O)c2ccc3c(c2)n(C)c(=O)c(=O)n3C)cc1	-2%	0%	-1%	0	-2%	-5%
15	O=C(C1CCN(S(=O)(=O)c2c(Cl)cccc2Cl)CC1)N1CCCCCCC1	4%	-6%	nt	-16	0%	-2%
16	O=S1(=O)C=C(Sc2nc3cc(Cl)ccc3o2)c2ccccc21	-22%	4%	2.5µM*	6	-18%	-73%[inhibitor]
17	CN(C)/C=C1\N=C(c2cccnc2Oc2ccc(Cl)cc2)OC1=O	0%	-9%	-7%	5	0%	3%
18	COc1ccc(C(=O)OCC(=O)Nc2c(C)n(C)n(-c3ccccc3)c2=O)cc1	1%	5%	nt	1	-2%	nt
19	Cc1cc(C)nc(OC(C(=O)O)C(OCCc2ccccc2)(c2ccccc2)c2ccccc2)n1 (stereo unspecified)	-4%	0%	nt	-2	3%	-2%
20	COC(=O)c1c(NC(=O)CCCC(=O)O)sc2c1CCC2	-4%	-1%	-4%	1	-2%	0%
21	COc1ccc(-c2cn3ccc4ccccc4c3n2)cc1	1.2µM*	2%	-29%	4	-10%	?
22	CCOc1ccc(S(=O)(=O)N(CC(=O)NC2CCCCC2C)Cc2ccco2)cc1 (stereo unspecified)	-4%	2%	?	-12	2%	1%
23	COc1ccc(CNS(=O)(=O)NCc2ccc(OC)c(OC)c2)cc1OC	-6%	0%	-1%	nt	-1%	0%
24	Cc1ccc2nc(-c3ccc4c(c3)OCCO4)cn2c1	?	1%	1.1µM*	4	-15%	-37%[inhibitor]

cpd	RORg inh	FLuc counter	Giardia kill	NPC1 prom act	FBPA coupling cs
13	18%	6%	-13	-4%	1
14	14%	-1%	7	-3%	0
15	nt	1%	12	2%	nt
16	5.6µM*	-18%	-10	-25%	-1
17	2%	-1%	-7	-4%	4
18	nt	nt	5	nt	nt
19	nt	-9%	-14	0%	2
20	-13%	-1%	-1	-3%	6
21	?	0.95µM*	-20	?	-7
22	?	-2%	31[activator]	1%	0
23	36%	1%	-8	1%	-2
24	0.4µM*	0.067µM*	?	-32%[inhibitor]	-27

Entries listed so far that contain a thiophene ring, fused or not, in the order listed:
cpd	molecule	ELG1 genotoxic	Tb PFK inh	Gal4-VP16 FLuc	KCNH2 3.1 inh	uPA generation	Rab9 prom act
11	C=CCn1c(SCC(=O)c2cccs2)nc2sc(C)c(C)c2c1=O	-5%	0%	-6%	-7	-11%	-5%
20	COC(=O)c1c(NC(=O)CCCC(=O)O)sc2c1CCC2	-4%	-1%	-4%	1	-2%	0%

cpd	RORg inh	FLuc counter	Giardia kill	NPC1 prom act	FBPA coupling cs
11	?	-1%	9	-1%	5
20	-13%	-1%	-1	-3%	6

Continued:
cpd	molecule	ELG1 genotoxic	Tb PFK inh	Gal4-VP16 FLuc	KCNH2 3.1 inh	uPA generation	Rab9 prom act
25	CCOc1ccc(-n2cc(C(=O)Nc3cccc(Cl)c3)c3cc(OC)c(OC)cc3c2=O)cc1	-6%	1%	-1%	2	-2%	-4%
26	CC1CN(C(=O)CSc2nc(-c3ccccc3)cs2)CC(C)O1 (stereo unspecified)	-4%	3%	16%	1	-11%	-4%
27	CC(=O)Nc1ccccc1C(=O)C(=O)Nc1cccc(C(=O)N2CC(C)CC(C)C2)c1 (stereo unspecified)	-5%	-4%	7%	1	-11%	27%
28	O=S(=O)(NCc1cccnc1)c1cccn1-c1ncc(C(F)(F)F)cc1Cl	-6%	2%	-9%[10 µM]	7	-2%	-10%
29	CC(=O)Nc1nc2ccc(C(=O)NCCOC(=O)C3CCCCC3)cc2s1	8%	1%	1%	15	1%	0%
30	Cc1onc(-c2ccccc2)c1CNS(=O)(=O)c1cccc(Br)c1	-5%	-14%	-7%	-4	-1%	-6%
31	Clc1ccc(/C=C/c2nc(Cl)c(-c3ccc(Cl)cc3)c(Cl)n2)cc1	-4%	-4%	-1%	0	-15%	-3%
32	COc1ccc(S(=O)(=O)Nc2ccc(C)cn2)cc1	1%	-1%	14%	4	-10%	0%
33	CCOc1ccccc1-c1cc(C(=O)Nc2ccc(C(=O)O)cc2)c2ccccc2n1	-7%	5%	8%	10	3%	11%
34	Cc1cc(C(F)(F)F)nn1Cc1ccc(C(=O)NCc2ccco2)o1	-5%	-7%	?	3	-22%	2%
35	Cc1c(CCO)c(=O)n2c([nH]c3ccccc32)c1C#N	-3%	1%	-10%	-13	9%	-4%
36	O=c1c2ccccc2c(-c2ccccc2)nn1Cc1ccc(Cl)cc1	4%	0%	4%	-24	6%	0%

cpd	RORg inh	FLuc counter	Giardia kill	NPC1 prom act	FBPA coupling cs
25	-6%	0%	0	-4%	-5
26	?	?	-8	-5%	4
27	?	-1%	-14	17%	-2
28	26%	4%	12	-12%	0
29	-27%	1%	0	0%	3
30	-19%	3%	1	-2%	7
31	0%	1%	?	2%	-2
32	-8%	6%	-8	1%	4
33	32%	0%	-15	2%	0
34	10µM*	2%	15	3%	-4
35	2%	-2%	-30	-3%	-11
36	-12%	1%	7	-3%	5

Four compounds from above, sorted by number of heavy atoms, highest first:
cpd	molecule	ELG1 genotoxic	Tb PFK inh	Gal4-VP16 FLuc	KCNH2 3.1 inh	uPA generation	Rab9 prom act
33	CCOc1ccccc1-c1cc(C(=O)Nc2ccc(C(=O)O)cc2)c2ccccc2n1	-7%	5%	8%	10	3%	11%
28	O=S(=O)(NCc1cccnc1)c1cccn1-c1ncc(C(F)(F)F)cc1Cl	-6%	2%	-9%[10 µM]	7	-2%	-10%
36	O=c1c2ccccc2c(-c2ccccc2)nn1Cc1ccc(Cl)cc1	4%	0%	4%	-24	6%	0%
31	Clc1ccc(/C=C/c2nc(Cl)c(-c3ccc(Cl)cc3)c(Cl)n2)cc1	-4%	-4%	-1%	0	-15%	-3%

cpd	RORg inh	FLuc counter	Giardia kill	NPC1 prom act	FBPA coupling cs
33	32%	0%	-15	2%	0
28	26%	4%	12	-12%	0
36	-12%	1%	7	-3%	5
31	0%	1%	?	2%	-2
